CIT2-GFP yeast – alters CIT2-GFP fluorescence in TOR pathway yeast screen. S. cerevisiae CIT2-GFP strain, flow cytometry, 3 h; 100 means same as DMSO wells. GFP response vs DMSO, % at 10 µM. 0.065% of 320,000 active. AID 2029;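 active = GFP response relative to DMSO above a set limit, near the screen mean plus 3 SD, cut at about 150% in these data; inconclusive = Fewer than 70 cells measured for a yeast strain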;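 note: ratio of well median GFP fluorescence to mean of DMSO wells on the plate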
Bcl-xL primary – Bcl-xL (human) inhibition | 0.7% of 320,000 active | GST-Bcl-xL / FITC-Bim BH3 peptide fluorescence polarization | Q07817 | inhibition, % at 10.9 µM | AID 2129;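 active = inhibition above the mean of all tested compounds plus 3 SD, cutoff set per campaign, cut at about 30% in these data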;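 note: 0% = DMSO wells and 100% = unlabeled Bim-BH3 peptide competitor; inhibitors lower millipolarization by displacing the labeled peptide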
GLD-1 RNA inh – GLD-1-TGE RNA interaction inhibition (C. elegans) | Q17339 | inhibition, % at 5.96 µM | 0.44% of 320,000 active | purified GLD-1 + fluorescein TGE RNA, fluorescence polarization;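 active = percent inhibition above a per-plate cutoff, the plate mean of test compounds plus 3 SD, cut at about 30% in these data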;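 note: 0% = DMSO wells with GLD-1 and probe and 100% = wells lacking GLD-1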
GRK2 inh – inhibitors of human GRK2 displacing RNA aptamer; 0.59% of 330,000 active; inhibition of aptamer binding, % at 10 µM; bead flow cytometry, FAM-aptamer displacement from GRK2; AID 488847;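 active = inhibition of aptamer binding above 40%, roughly 3 SD of noise, on plates passing a quality check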;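 note: median bead fluorescence of bound FAM aptamer so fluorescent compounds give negative values; no value below 0 was filed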
Target sequence (P25098 whole entry, looked up): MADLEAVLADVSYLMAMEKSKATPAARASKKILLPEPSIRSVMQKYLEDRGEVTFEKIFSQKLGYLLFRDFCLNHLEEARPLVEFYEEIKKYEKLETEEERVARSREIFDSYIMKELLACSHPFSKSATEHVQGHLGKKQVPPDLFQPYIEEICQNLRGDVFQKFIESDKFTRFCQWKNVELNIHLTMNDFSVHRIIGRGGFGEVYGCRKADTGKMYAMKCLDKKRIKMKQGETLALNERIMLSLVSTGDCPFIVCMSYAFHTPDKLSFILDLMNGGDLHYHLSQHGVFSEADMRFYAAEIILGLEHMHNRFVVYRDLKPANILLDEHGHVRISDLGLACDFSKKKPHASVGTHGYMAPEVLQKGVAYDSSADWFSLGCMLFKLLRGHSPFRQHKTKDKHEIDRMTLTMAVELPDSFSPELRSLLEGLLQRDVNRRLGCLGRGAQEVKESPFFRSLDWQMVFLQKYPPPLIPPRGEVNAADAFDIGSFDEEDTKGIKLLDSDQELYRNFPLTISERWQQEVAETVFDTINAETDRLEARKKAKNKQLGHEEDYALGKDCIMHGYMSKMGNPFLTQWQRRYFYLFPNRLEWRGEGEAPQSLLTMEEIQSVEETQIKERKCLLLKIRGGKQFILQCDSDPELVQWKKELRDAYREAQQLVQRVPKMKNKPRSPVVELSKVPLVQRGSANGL
MEX-5 binding – C. elegans MEX-5 TCR-2 RNA binding activity; 0.38% of 300,000 active; activity score (negative = inhibition of binding), % at 10 µM; Q9XUB2; MEX-5/FITC-TCR2 RNA binding, fluorescence polarization; stronger effect = lower value; AID 1832;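 active = inhibition past about -25% in most replicates, and total fluorescence under double the plate's negative control median, limit read from the data; inconclusive = replicates evenly split on the limit, or fluorescence at least double controls; inactive = too little inhibition in most replicates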;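 note: 0% = DMSO and -100% = 5 µM competing unlabeled TCR2 RNA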
AGP1 TOR yeast – modulators of TOR pathway AGP1-GFP in S. cerevisiae; 0.02% of 320,000 active; GFP response vs DMSO, % at 10 µM; S. cerevisiae AGP1-GFP multiplex flow cytometry, 3 h; GFP as percent of DMSO wells;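 active = GFP response relative to DMSO above a set limit, near screen average plus 3 SD, cut at about 150% in these data; inconclusive = fewer than 70 cells counted for the yeast strain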;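 note: median GFP channel fluorescence of the gated AGP1 strain per well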
VLA-4 inh – inhibition in a human VLA-4 binding assay. P13612. VLA-4 expressing cells, ligand binding flow cytometry. inhibition, % (about 7 µM as worked out from the volumes in the protocol). 0.2% of 330,000 active. AID 2557; in the data active = inhibition above about 50%
MCL1-BIM inh – inhibitors of human MCL1 binding to BIM-BH3 peptide; inhibition, % at 10.9 µM; 0.68% of 320,000 active; GST-MCL1 / FITC-Bim-BH3 fluorescence polarization;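 active = inhibition above the mean inhibition of all tested compounds plus 3 SD, set per campaign, cut at about 40% in these data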;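 note: 0% = DMSO wells and 100% = unlabeled Bim-BH3 peptide control; higher means more loss of mP so more displacement of Bim peptide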
Target sequence (Q07820 whole entry, looked up): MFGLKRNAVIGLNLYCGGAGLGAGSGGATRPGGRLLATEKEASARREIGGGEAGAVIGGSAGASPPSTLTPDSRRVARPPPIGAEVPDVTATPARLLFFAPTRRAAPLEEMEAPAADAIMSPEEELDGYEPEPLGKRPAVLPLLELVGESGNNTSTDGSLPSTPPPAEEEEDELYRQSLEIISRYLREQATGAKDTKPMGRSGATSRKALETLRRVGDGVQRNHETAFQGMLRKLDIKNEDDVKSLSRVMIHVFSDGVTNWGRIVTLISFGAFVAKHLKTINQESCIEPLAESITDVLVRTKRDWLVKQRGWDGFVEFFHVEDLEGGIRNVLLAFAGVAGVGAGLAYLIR
CR mimetic SO – caloric restriction mimetics inhibiting age-related superoxide in yeast. S. cerevisiae aged cells, superoxide DHE fluorescence; stronger effect = lower value. 0.18% of 330,000 active. superoxide response (% of plate mean), % at 10 µM;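 active = superoxide response under a set limit, about three screen SD below normal, cut at about 65% in these data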;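 note: yeast aged for seven days with compound at 30 °C before DHE staining; 100% = average MFI of all compound-treated wells on the plate with controls excluded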
* marks the source's active call; other numbers are inactive results; ? = inconclusive; · = not tested or not shown.

Start of the listing, in advance, four compounds:
SMILES	CIT2-GFP yeast	Bcl-xL primary	GLD-1 RNA inh	GRK2 inh	MEX-5 binding	AGP1 TOR yeast	VLA-4 inh	MCL1-BIM inh	CR mimetic SO
O=C(NCc1cccs1)C1CCN(S(=O)(=O)c2cccc3cccnc23)CC1	103	2	-3	1	-0.8	106	16	4	87
O=C(CCN1CCOCC1)NC12CC3CC(CC(C3)C1)C2	106	4	-11	1	-1.0	102	6	4	113
CCOC(=O)c1[nH]c(C)c(C(=O)NCc2ccco2)c1C	100	5	3	4	0.4	101	-1	-2	100
COCCCNC(=O)CSc1nc2cc(C(=O)NCCOC)ccc2c(=O)n1Cc1ccc2c(c1)OCO2	105	6	2	2	2.3	103	-5	5	77

The listing, from the start:
SMILES	CIT2-GFP yeast	Bcl-xL primary	GLD-1 RNA inh	GRK2 inh	MEX-5 binding	AGP1 TOR yeast	VLA-4 inh	MCL1-BIM inh	CR mimetic SO
O=C(NCc1cccs1)C1CCN(S(=O)(=O)c2cccc3cccnc23)CC1	103	2	-3	1	-0.8	106	16	4	87
O=C(CCN1CCOCC1)NC12CC3CC(CC(C3)C1)C2	106	4	-11	1	-1.0	102	6	4	113
CCOC(=O)c1[nH]c(C)c(C(=O)NCc2ccco2)c1C	100	5	3	4	0.4	101	-1	-2	100
COCCCNC(=O)CSc1nc2cc(C(=O)NCCOC)ccc2c(=O)n1Cc1ccc2c(c1)OCO2	105	6	2	2	2.3	103	-5	5	77
Cc1ccc(NS(=O)(=O)c2ccc(OCC(N)=O)cc2)cc1	100	-1	4	2	0.7	109	-4	-3	85
O=C(Cn1cnc2c(nnn2Cc2ccc(Cl)cc2)c1=O)NC1CCCC1	101	-1	0	0	0.5	97	8	1	106
CCCC(=O)Nc1ccc2c(c1)c1ccccc1n2CC	97	2	2	5	·	94	21	-2	80
Cn1c(-c2ccc(Br)o2)nc2ccccc21	102	9	1	0	2.6	99	6	17	109
CCOC(=O)C1=C(C)N(CCCCCC(=O)O)C(=O)NC1c1ccccc1OC(=O)c1cccs1 (centres undefined)	85	2	3	0	·	98	2	-7	98
O=C1C2CCCN2C(=S)N1c1ccccc1 (centres undefined)	106	·	·	2	-1.8	100	5	·	95
COc1ccccc1C(=O)CN1C(=O)NC2(CCCc3ccccc32)C1=O (centres undefined)	101	·	0	0	·	102	1	·	88
O=C(NC(=S)Nc1ccccc1)C1CCCCC1	80	1	2	16	2.9	91	-6	6	92
O=C(CCN1C(=O)C2C3CCC(C3)C2C1=O)Nc1ccccc1Cl (centres undefined)	95	2	2	2	-0.7	84	19	-1	89
COc1ccc2cc(/C=C/C(=O)N3CCN(CC(=O)N4CCCCCC4)CC3)ccc2c1	96	3	2	0	0.8	100	3	1	99
O=C(Nc1ccccc1F)Nc1ccccc1N1CCCCC1	79	4	4	3	0.3	87	8	3	100
Cc1cc(C)cc(N(C(=O)c2sc(C)nc2C)C(C(=O)NC(C)(C)C)c2ccncc2)c1 (centres undefined)	92	-1	-3	3	-0.3	92	1	-2	101
O=C(Nc1ccc2nn(-c3ccc(F)cc3)nc2c1)c1cccnc1	94	4	-2	0	-0.3	96	16	4	90
C=CC(COCc1ccccc1)N(CC(=O)OC)S(=O)(=O)c1cc(Br)ccc1OC (centres undefined)	104	·	0	1	·	111	0	·	90
O=C(O)CN(Cc1ccco1)S(=O)(=O)c1ccccc1	102	4	1	2	-0.8	99	-9	3	88
CCOc1ccc(N(CC(=O)NCC2CCCO2)C(=O)CCC(=O)Nc2nccs2)cc1 (centres undefined)	100	3	5	15	0.0	102	16	-1	100
COC(=O)c1ccc(OCC(=O)Nc2ccsc2C(=O)OC)cc1	98	2	-1	3	0.8	96	2	0	99
COc1cccc(N=C2C(=O)N3CCCc4cccc2c43)c1	93	4	-1	2	4.0	94	0	-1	82
Cc1nn(-c2ccccc2)c(C)c1NC(=O)COc1ccc2ccccc2c1	100	0	2	0	-1.3	106	-6	-1	120
O=C(O)c1cccc(NCc2ccncc2)c1	99	9	-5	0	-0.5	94	6	7	87
O=c1cnnc(SCCc2ccccc2)[nH]1	98	2	-8	3	2.3	105	9	-6	86
CC[C@@]1(C(=O)OC)N[C@H](CN(C)C(=O)COc2ccccc2)[C@@H]2C(=O)N(C)C(=O)[C@@H]21	92	·	3	2	·	105	23	·	106
Cc1oc(-c2ccc(Cl)cc2)nc1CS(=O)CC(=O)NC1CCCCCC1 (centres undefined)	101	1	-2	1	2.9	105	-9	-3	102
O=C(Nc1cccc(F)c1)C1C2C=CC3(CN(CCCN4CCOCC4)C(=O)C13)O2 (centres undefined)	103	5	-2	1	3.2	99	24	4	84
CCOC(=O)N1CCN(c2c(N3CCOCC3)c(=O)c2=O)CC1	89	-2	-2	0	1.9	97	-8	5	108
FC(F)(F)c1ccncc1-c1nnc(C2CCCCC2)o1	98	3	3	2	-0.1	98	3	7	105
C=CCc1c(C)nc(-c2ccccc2)nc1N/N=C(\C)c1ccccc1	98	0	1	0	3.6	98	4	0	97
Cc1csc(=NC(=O)c2ccccc2)n1Cc1ccco1	103	-3	-5	0	-4.1	105	7	8	95
Cc1ccc(S(=O)(=O)NC2=NCN(Cc3ccccc3)CN2)cc1	·	0	-2	1	-3.8	93	3	-1	91
O=C(CN1CCN(c2ccccc2O)CC1)Nc1cccnc1Cl	98	0	1	0	-0.7	94	16	-4	124
O=C(NOCc1ccccc1)c1ccc([N+](=O)[O-])cc1	87	1	2	1	·	87	-5	6	87
O=C(Cn1nnc(-c2ccc3c(c2)OCO3)n1)Nc1ccccc1C(=O)O	101	-4	-7	0	0.7	103	8	-16	92
C=CCNC(=S)N/N=C/c1cn(-c2ccccc2)nc1-c1ccc(OC)cc1	105	9	5	4	1.9	101	8	11	119
CCNC(=O)c1cccc(S(=O)(=O)N2CCCCCC2)c1	101	4	7	0	2.4	99	1	-4	110
O=C(C[n+]1cccc2ccccc21)c1ccccc1	88	8	-13	9	8.3	100	-313	5	102
COC(=O)c1sccc1NC(=O)c1cc2c(s1)CCCC2	106	0	3	0	-0.6	96	-4	-3	103
Cc1cc(C)c(NC(=O)COC(=O)Cc2cccs2)c(C)c1	90	-6	4	2	-1.8	101	18	-8	145
CCN(CC)CCNC(C(=O)Nc1cc(C(F)(F)F)ccc1Cl)c1ccccc1 (centres undefined)	99	-6	35*	0	-3.7	96	10	-21	101
Cc1nn(Cc2cccc(C(=O)N3N=C(C(F)F)CC3(O)C(F)F)c2)c(C)c1[N+](=O)[O-] (centres undefined)	103	2	6	0	-3.4	103	-2	10	126
Fc1cnc(N2CCOCC2)nc1NCc1ccccc1	104	5	4	0	0.9	100	-6	6	89
CCOc1ccc2nc(SCc3ccc(C(=O)OC)o3)[nH]c2c1	107	-5	1	3	·	109	2	0	96
COc1ccc(C(=O)NNC(=O)C(NC(=O)c2cc(OC)cc(OC)c2)C(C)C)cc1 (centres undefined)	106	-5	5	1	·	104	-3	-8	82
CCOC(=O)c1c2ccccc2[n+]([O-])n1[C@@H](C)C(N)=O	?	0	-1	1	0.6	?	13	7	94
CCN(CC)S(=O)(=O)c1cc(Br)c(C)cc1OC	89	0	-2	0	-1.1	94	7	7	100
O=S(=O)(c1cccc2nsnc12)N1CCCCC1	106	-2	1	1	1.8	108	18	1	94
CCn1c(SCC(=O)Nc2cc(C)ccc2C)nnc1-c1cnccn1	107	-3	2	2	1.6	107	0	0	96
O=C(NCc1cccc(Cl)c1)c1cc(=O)[nH]c2ccccc12	107	4	5	0	-3.5	100	6	1	111
O=C(Cn1nnc(-c2ccc(Cl)cc2)n1)N1CCN(C(=O)c2ccco2)CC1	98	8	-2	2	·	101	44	11	98
Cc1ccc(S(=O)(=O)NCCC(=O)NCC(c2ccc(F)cc2)N2CCOCC2)cc1 (centres undefined)	97	-2	4	2	·	96	15	-5	109
CC(C)C1Nc2ccc(C(=O)NC3CCCCC3)cc2NC1=O (centres undefined)	93	5	5	1	-2.6	100	17	2	106
Cc1cc(C)cc(-n2cnc3cc(C(=O)O)ccc32)c1	91	4	4	0	0.3	85	-9	-3	106
Cc1cccc(-n2c(SCC(=O)c3c(N)n(C4CC4)c(=O)[nH]c3=O)nnc2N2CCOCC2)c1	95	-5	0	1	·	104	8	1	90
CSc1nc(-c2ccco2)nn1C(=O)c1ccccc1	92	6	-4	0	2.2	98	6	4	99
COc1cc(C=O)ccc1OC(=O)N1CCOCC1	105	3	7	0	0.7	99	0	1	109
O=C(Nc1ccc2ccccc2c1)c1cn(-c2ccccc2)nc1-c1cccs1	98	0	8	0	1.7	101	21	-3	91
CC1(C)Cc2cccc(OCC(=O)OCC(=O)Nc3cccc(S(N)(=O)=O)c3)c2O1	101	-11	7	4	2.1	98	-4	2	121
Carrying on.
SMILES	CIT2-GFP yeast	Bcl-xL primary	GLD-1 RNA inh	GRK2 inh	MEX-5 binding	AGP1 TOR yeast	VLA-4 inh	MCL1-BIM inh	CR mimetic SO
CCN(CC)c1ccc(/C=N/NC(=S)NCc2ccc(OC)cc2)cc1	96	1	-3	0	0.6	80	11	5	125
Cc1ccc(S(=O)(=O)N2CCOCC2)cc1C(=O)Nc1nc2ccccc2[nH]1	97	-1	-2	1	·	97	-16	3	99
COc1ccc(NC(=O)c2cc([N+](=O)[O-])ccc2O)cc1	108	7	-2	1	1.3	106	3	0	102
O=C(NCCCN1CCCC1)[C@H](CSCc1ccccc1)N1Cc2ccccc2C1=O	96	8	3	0	-1.8	104	6	5	100
CCOc1ccc(N(CC(=O)NC2CCCCC2C)S(=O)(=O)c2c(C)noc2C)cc1 (centres undefined)	102	4	9	2	3.0	105	-4	-6	98
O=c1c2cc(-c3ccccc3)sc2ncn1/N=C/c1ccco1	97	9	4	2	1.3	87	4	12	97
CN(Cc1ccc(Cl)cc1Cl)C(=O)CCNC(=O)c1ccco1	89	-3	2	0	·	93	5	-8	131
Cc1[nH]c2ccccc2c1C(=O)CSc1nc2cc(S(=O)(=O)N3CCCCC3)ccc2o1	94	-4	0	0	2.3	91	8	-2	97
COc1cc(OC)cc(-c2c(-c3cccs3)c3cc(-c4cnc(N)nc4)ccc3n2C)c1	102	·	3	0	·	104	-2	·	79
COc1ccc(C(C(=O)NCC2CCCO2)N(Cc2cccs2)C(=O)c2snc(C(N)=O)c2N)cc1 (centres undefined)	95	1	7	3	0.1	16	-10	-5	89
CCOc1ccc(OCC)c(NC(=O)CN2CCN(c3ccc(C)cc3C)CC2)c1	92	0	-5	0	0.7	96	6	-1	98
COc1ccccc1NC(=O)COC(=O)c1ccc(S(=O)(=O)NCc2ccco2)cc1	87	6	-3	0	0.6	94	-4	12	101
COc1cc(-c2n[nH]c(=S)n2/N=C/c2cccn2C)cc(OC)c1OC	107	-20	5	2	0.2	98	0	-23	103
CC(C)N(Cc1nccn1C)C(=O)CC1C(=O)NCCN1Cc1ccccc1C(F)(F)F (centres undefined)	101	7	6	2	-0.2	108	27	12	108
CCc1ccc(N2CN(CCc3ccccc3)CNC2=S)cc1	86	-3	-1	0	·	101	25	-2	102
COc1ccc(-n2nc(C(=O)NCC(=O)Nc3cccc(C)n3)c3ccccc3c2=O)cc1	96	4	-5	0	-2.7	100	-4	3	87
O=C(c1ccc(OC2CCN(C/C=C/c3ccccc3)CC2)cc1)N1CCCC1	89	5	5	0	-1.5	87	-8	5	88
